# Source: PubChem
# HepG2 tox: HepG2 cytotoxicity, counter-screen for TGF-b inhibitors | HepG2 CAGA-GFP viability, ATP luminescence, 18 h | Potency, µM (series often up to 46.1 µM), inactives show at the top dose activity change, negative = cytotoxicity, usual class: cytotoxic | 410,000 tested, 0.76% active | AID 588856; also: potency is read from the fitted curve at half-maximal effect; some results filed as inactive show a strong effect at the top dose
#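 CellTiter-Glo luminescence gave cytotoxicity after 18 hours at 37 degrees C. The cells were HepG2 CAGA-GFP in 1% FBS DMEM, stimulated with 500 pg/mL TGF-beta after compound addition. %Activity was normalised to no-cell wells (complete cell-killing) and DMSO (no toxicity), and curves were fitted and classified.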
# KB-3-1 cytotox: kills parental KB-3-1 adenocarcinoma cells. KB-3-1 viability, CellTiter-Glo ATP luminescence, 72 h. Potency, µM (doses to about 46.1 µM), inactives show top-dose activity change, negative = cytotoxic, actives largely listed as cytotoxic. 400,000 tested, 1.4% active. AID 1347075; also: potency is read from the fitted curve at half-maximal effect; % is scaled to controls: 0 for no effect and ±100 for the full control effect; nearly all actives have a fitted effect of over 60% in size
#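 Parental KB-3-1 adenocarcinoma cells in phenol-red-free DMEM with 10% FBS were pin-treated with compounds at several concentrations, incubated 72 h at 37 °C, and viability read by CellTiter-Glo luminescence; concentration-effect curves were fitted after normalization.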
# SW480 rerep: inducers of DNA re-replication in SW480 colon cancer cells; SW480 DNA re-replication, Hoechst DNA content imaging, 48 h; Potency, µM (top dose mostly 46.1 µM), without a hit: at the highest dose re-replication activation, actives largely listed as activators; 340,000 tested, 1.8% active; also: potency is read from the fitted curve at half-maximal effect; % of control where 0% means no effect; nearly all actives have a fitted effect of over 55% in size
#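 Compounds, transferred as 23 nL by pin tool, were incubated with cells for 48 hr; DNA content per nucleus was then quantified by Hoechst staining and fluorescence plate imaging.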
# HT1080-NT tox: kills 2HG-producing HT-1080-NT fibrosarcoma cells; HT-1080-NT fibrosarcoma viability, CellTiter-Glo ATP luminescence, 48 h; Potency, µM (doses to about 46.1 µM), for inactives: at the top dose activity, negative = less viability, usual class: cytotoxic; 360,000 tested, 1.6% active; AID 686970;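 also: NT is the 2HG producing partner of a matched IDH1 knockdown line; potency is read from the fitted curve at half-maximal effect; 0% = DMSO-treated cells and -100% = media-only wells without cells; nearly all actives have a fitted effect of over 55% in size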
#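 Viability of the 2HG-overproducing fibrosarcoma line after 48 hours of compound exposure at 37 degrees C was determined by luminescence with CellTiter-Glo, and concentration-effect curves were then fitted and categorized.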
# ATXN viability: reduces viability in counter-screen for ATXN expression inhibitors | Potency, µM (series often up to 56.7 µM), actives largely listed as cytotoxic | 400,000 tested, 0.49% active | S2 cells (HEK-293 line with an ATXN2-luciferase reporter) viability, CellTiter-Fluor protease fluorescence, 24 h; also: potency is read from the fitted curve at half-maximal effect; nearly all actives have a fitted effect of over 40% in size
# ATXN2 expr inh: reduces ATXN2 reporter expression in HEK-293 cells; Potency, µM (highest dose often 57 µM), for inactives: top-dose activity change, negative = inhibition, most hits filed as inhibitors; HEK-293 ATXN2-luciferase reporter, luminescence, 24 h; 360,000 tested, 0.72% active; also: potency is read from the fitted curve at half-maximal effect; % is scaled to controls: 0 for no effect and ±100 for the full control effect; nearly all actives have a fitted effect of over 55% in size
#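 ATXN2-luciferase reporter cells (luciferase flanked by upstream and downstream ATXN2 gene portions) were treated 24 h at 37 °C with compounds at up to 57 uM. SteadyGlo luminescence gave expression; GF-AFC fluorescence gave viability.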
# MCF10A rereplic: DNA re-replication induction in MCF 10a cells; 350,000 tested, 2.9% active; Potency, µM (doses to about 46.1 µM), for inactives: at the highest dose activity, positive = re-replication, most hits filed as activators; MCF 10A DNA re-replication, Hoechst nuclear intensity, 48 h; also: potency is read from the fitted curve at half-maximal effect; % of control where 0% means no effect; nearly all actives have a fitted effect of over 50% in size
# IL1B secr inh: blocks inflammasome-driven IL-1 beta release | THP-1 LPS/ATP IL-1B secretion, AlphaLISA, 16 h; active compounds read low | activity change, % at 57.5 µM | 360,000 tested, 4.7% active; in the data active = activity change below about -50%; inconclusive = mostly about -30% to -49%; also: % is scaled to controls: 0 for no effect and ±100 for the full control effect
#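 THP-1 cells pretreated 1 hr with compounds (up to 57.5 uM final), then stimulated with LPS (250 ng/mL final) plus ATP (1.25 mM final); secreted IL-1B measured by AlphaLISA after 16 hr, decreased signal indicating inhibition.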
# HT1080 IDH1KD tx: toxicity to HT-1080 IDH1 knockdown cells (counter line); HT-1080 IDH1 knockdown viability, ATP luminescence, 48 h; Potency, µM (highest dose often 46.1 µM), for inactives: top-dose activity, negative = toxicity, actives largely listed as cytotoxic; 360,000 tested, 2% active;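 also: potency is read from the fitted curve at half-maximal effect; 0% = DMSO wells and -100% = cell-free medium wells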
#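 CellTiter-Glo luminescence after 48 h compound exposure at 37 degrees C of IDH1-knockdown HT-1080 cells in 5% FBS RPMI. %Activity scaled between DMSO wells and cell-free media wells, with curves fitted and assigned curve classes.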
# An asterisk follows results filed as active; i = inactive; ? = inconclusive; nt = not tested or not shown; & = joins results of further samples; [ ] = remark or other dose. Unless noted, calls follow the shape of the dose curve; as a rule, active = well fitted curve in the direction sought with a large enough effect; inconclusive = small, poorly fitted or top-dose-only effect, or another doubt; inactive = no such curve, though single readings can be large; an effect the other way counts as inactive or inconclusive.
# A first look, 11 compounds:
# Second line of a record: HepG2 tox, KB-3-1 cytotox, SW480 rerep, HT1080-NT tox, ATXN viability, ATXN2 expr inh, MCF10A rereplic, IL1B secr inh, HT1080 IDH1KD tx
> CN(C)/C=N/C(=S)Nc1ccc(Cl)cc1
 : -6%, -3%, -6%, 1%, nt, 11%, 0%, -13, -2%
> COc1ccc(C(CC(=O)NCc2ccccc2)Sc2n[nH]c(-c3ccc(Cl)cc3)n2)cc1 (stereo unspecified)
 : 6%, 12%, -6%, -3%, ?, nt, 3%, 6, -8%
> CCCCN(C(=O)c1cc2c(s1)CCC2)c1c(N)n(CCC)c(=O)[nH]c1=O
 : 1%, -2%, 2%, 3%, i, 0%, 0%, 8, 2%
> COC(=O)c1c(NC(=O)C2(C)Cc3ccccc3C(=O)O2)sc2c1CCCC2 (stereo unspecified)
 : -1%, -18%, 6%, ?, i, -12%, ?, -18, -16%
> COc1nccnc1NS(=O)(=O)c1ccc(NCc2ccccc2O)cc1
 : -4%, 0%, 4%, -7%, i, 10%, -1%, 18, -16%
> Cc1ccc(NC(=O)Cn2ncc3ccccc32)c(Cl)c1
 : 17%, -8%, -25%, -1%, i, 8%, 17%, 0, -24%
> COc1ccccc1C1NC(=O)NC(C)=C1C(=O)OC1CCCCC1 (stereo unspecified)
 : -36%, 0%, -14%, -3%, i, 3%, 2%, -13, 3%
> O=C(CC(c1ccccc1)c1cc(Br)ccc1O)NCc1ccco1 (stereo unspecified)
 : 2%, -3%, 11%, ?, i, 2%, 16%, 8, ?
> Cc1ccc(NC(=O)Cn2c(=O)c3cc(Cl)ccc3n3nncc23)cc1
 : 0%, 9%, nt, nt, i, 8%, nt, nt, nt
> COc1cc(/C=N/NC(=S)NC2CC3CC2C2C=CCC32)ccc1O (stereo unspecified)
 : -48%, ?, ?, 18µM*, ?, -14%, -4%, -14, ?
> CC(=O)N1CCCc2cc(S(=O)(=O)N3CCCC(C(=O)NCc4ccccc4)C3)ccc21 (stereo unspecified)
 : 9%&-2%, 1%&-13%, 5%, 0%, i, 12%&-12%, -67%[inhibitor], -14, 1%

# The list itself, from the first entry:
# Second line of a record: HepG2 tox, KB-3-1 cytotox, SW480 rerep, HT1080-NT tox, ATXN viability, ATXN2 expr inh, MCF10A rereplic, IL1B secr inh, HT1080 IDH1KD tx
> CN(C)/C=N/C(=S)Nc1ccc(Cl)cc1
 : -6%, -3%, -6%, 1%, nt, 11%, 0%, -13, -2%
> COc1ccc(C(CC(=O)NCc2ccccc2)Sc2n[nH]c(-c3ccc(Cl)cc3)n2)cc1 (stereo unspecified)
 : 6%, 12%, -6%, -3%, ?, nt, 3%, 6, -8%
> CCCCN(C(=O)c1cc2c(s1)CCC2)c1c(N)n(CCC)c(=O)[nH]c1=O
 : 1%, -2%, 2%, 3%, i, 0%, 0%, 8, 2%
> COC(=O)c1c(NC(=O)C2(C)Cc3ccccc3C(=O)O2)sc2c1CCCC2 (stereo unspecified)
 : -1%, -18%, 6%, ?, i, -12%, ?, -18, -16%
> COc1nccnc1NS(=O)(=O)c1ccc(NCc2ccccc2O)cc1
 : -4%, 0%, 4%, -7%, i, 10%, -1%, 18, -16%
> Cc1ccc(NC(=O)Cn2ncc3ccccc32)c(Cl)c1
 : 17%, -8%, -25%, -1%, i, 8%, 17%, 0, -24%
> COc1ccccc1C1NC(=O)NC(C)=C1C(=O)OC1CCCCC1 (stereo unspecified)
 : -36%, 0%, -14%, -3%, i, 3%, 2%, -13, 3%
> O=C(CC(c1ccccc1)c1cc(Br)ccc1O)NCc1ccco1 (stereo unspecified)
 : 2%, -3%, 11%, ?, i, 2%, 16%, 8, ?
> Cc1ccc(NC(=O)Cn2c(=O)c3cc(Cl)ccc3n3nncc23)cc1
 : 0%, 9%, nt, nt, i, 8%, nt, nt, nt
> COc1cc(/C=N/NC(=S)NC2CC3CC2C2C=CCC32)ccc1O (stereo unspecified)
 : -48%, ?, ?, 18µM*, ?, -14%, -4%, -14, ?
> CC(=O)N1CCCc2cc(S(=O)(=O)N3CCCC(C(=O)NCc4ccccc4)C3)ccc21 (stereo unspecified)
 : 9%&-2%, 1%&-13%, 5%, 0%, i, 12%&-12%, -67%[inhibitor], -14, 1%
> O=C(Nc1cccc(-c2ccc(N3CCCCC3)nn2)c1)C(F)(F)F
 : 8.9µM*, ?, -11%, -28%, ?, nt, 2%, -14, -1%
> Nc1ccccc1C(=O)NNc1ncc(C(F)(F)F)cc1Cl
 : -10%, 18%, 5.8µM*, ?, i, 0%, 15µM*, -3, ?
> CCOC(=O)c1nnn(C(CC)C(=O)Nc2ccc(F)cc2)c1C(=O)OCC (stereo unspecified)
 : 1%, 4%, nt, nt, i, 5%, nt, nt, nt
> COc1ccc(NC2CCCN(C(=O)c3cccnc3SC)C2)cc1OC (stereo unspecified)
 : -2%, 16%, 1%, -4%, i, -6%, 6%, -1, -1%
> COc1ccc(OCCSc2nnc(C(C)NC(=O)c3ccccc3F)n2C)cc1 (stereo unspecified)
 : 11%, 11%, 11%, 17%, i, nt, -2%, 56, 4%
> CCOC(=O)CN1N=C(/C=C/c2ccc(OCC)cc2)CCC1=O
 : 1%, -13%, 2%, 5%, ?, 0%, -1%, -2, 12%
> COc1ccc(-c2nc(CSCC(=O)NCCCN3CCCC3=O)c(C)o2)cc1OC
 : 4%, 10%, -6%, 8%, i, 6%, 0%, 7, 4%
> O=c1[nH]c2c(=O)[nH]cnc2nc1-c1ccccc1
 : 40%, 1%, ?, -1%, nt, 4%, ?, 5, -6%
> CC[C@@]1(C(=O)OC)N[C@H](CN(C)C(=O)c2ccc(F)cc2)[C@@H]2C(=O)N(C)C(=O)[C@@H]21
 : -10%, 3%, -6%, 13%, i, 3%, -1%, 16, 9%
> COc1cc(/C=C(\C#N)C(=O)NC(C)C)cc(Cl)c1O
 : 0%, 0%, 1%, -7%, ?, -13%, 18%, -7, -2%
> Cc1c2cnn(CC(=O)NCCN3CCOCC3)c(=O)c2c(C)n1Cc1ccccc1F
 : 9%, -14%, -9%, 16%, i, 2%, 1%, -14, 6%
> CCC(=O)Nc1cccc(-c2nnc(SCC(=O)NCc3ccco3)n2C)c1
 : -4%, -3%, -14%, 10%, i, -12%, -8%, 13, 0%
> CCOC(=O)c1ccc(NC(=O)C2CCN(S(=O)(=O)Cc3ccccc3)CC2)cc1
 : -15%, 19%, nt, nt, i, 1%, nt, nt, nt
> Cc1ccc2c(c1)NC(c1cccs1)C1=C(CC(C)(C)CC1=O)N2 (stereo unspecified)
 : -17%, 8%, 2%, 12%, i, -5%, 24%, 12, -1%
> COc1ccc(NC(=O)/C=C/c2ccc(S(=O)(=O)N3CCOCC3)cc2)cc1
 : -13%, 1%, -10%, 9%, i, 8%, -5%, -9, 1%
> CCCn1c(SCC(=O)Nc2sc(C)c(C)c2C(=O)OCC)nc2c1c(=O)n(C)c(=O)n2C
 : -4%, 6%, -10%, 3%, i, 9%, 0%, 34, 2%
> COc1ccc(CC(N)c2csc(Nc3ccccn3)n2)cc1 (stereo unspecified)
 : -63%, 0%, nt, -9%, ?, ?, nt, -50*, ?
> CC(=O)c1cn(N(C)c2ncc(C(F)(F)F)cc2Cl)c(=O)[nH]c1=O
 : -18%, -1%, -23%, 13%, i, -12%, -3%, -9, 16%
> CCOC(=O)c1cc(S(=O)(=O)NCc2ccc(C)cc2)[nH]n1
 : -25%, 12%, nt, nt, i, -9%, nt, nt, nt
> Fc1ccccc1COc1ccc(Br)cc1CNCc1cccnc1
 : -9%, ?, -6%, ?, i, ?, 2%, 5, ?
> CN1CCN(C(CNC(=O)Nc2ccc(Cl)cc2)c2ccc(F)cc2)CC1 (stereo unspecified)
 : -17%, -4%, 0%, -18%, i, -1%, 2%, ?, -19%
> O=C(NCC1CCCO1)NC1(C(F)(F)F)Oc2ccccc2O1 (stereo unspecified)
 : -29%, ?, 9%, -12%, i, 5%, ?, 30, -29%
> Cc1c(C)n(Cc2ccccc2)c2ccc(C(=O)O)cc12
 : 11%, -23%, ?, -8%, nt, -23%, 9%, nt, 1%
> Cc1nc2ncccn2c1-c1csc(Nc2ccc(N(C)C)cc2)n1
 : -2%, 0.012µM*, ?, ?, i, 21%, ?, ?, ?
> Cc1ccc(C(=O)NCC(=O)OCC(=O)Nc2ccccc2C#N)s1
 : 0%, 3%, -7%, -13%, ?, -21%, -1%, 14, 2%
> COC(=O)c1ccc(NC(=O)CSc2nnc(COc3ccccc3)n2C)cc1
 : 0%, 21%, 2%, -13%, i, 5%, 15%, 40, -13%
> COc1ccc(C(=O)N/N=C/c2cn[nH]c2-c2ccc(OC)cc2OC)cc1
 : -14%, 5%, -4%, 6%, ?, 12%, 18%, -3, 6%
> COc1cccc(-n2c(C)cc(/C=C3/C(=N)N4C(=NC3=O)SN=C4S(C)(=O)=O)c2C)c1
 : 16%, -2%, 5%, -11%, nt, 7%[11.3 µM], 16µM*, 41, ?
> COc1ccc(CCNC(=O)CSc2ccc(-c3ccncc3)nn2)cc1
 : -4%, 2%, ?, 2%, i, nt, 0%, 13, 14%
> CC(C)=CCOc1ccc(/C=C/C(=O)c2ccc(OCC=C(C)C)cc2OCC(=O)O)cc1
 : nt, nt, -3%, nt, i, -12%, 12µM*, nt, nt
> Cc1ccsc1C(=O)NCCc1ccco1
 : -21%, 1%, -3%, 3%, i, nt, 0%, -19, 0%
> CS(=O)(=O)c1ccc(Cl)c(NC(=O)CSc2nncn2-c2ccccc2)c1
 : 0%, -1%, -5%, -6%, i, 4%, 3%, -12, -2%
